Source: PubChem BioAssay (several laboratories)
DAX1 inh-1 = inhibitors of DAX1 repression of SF-1 activated StAR promoter; AID 652010; 1.1% of 370,000 active; HEK293T StAR-luciferase reporter, SF-1/DAX-1 repression relief; inhibition, % at 6.8 µM;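 active = inhibition above the mean over all tested compounds plus 3 SD, cut at about 3.6% in these data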;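 also: 0% = DAX-1 cells with DMSO and 100% = cells lacking DAX-1 with DMSO; higher inhibition means more luminescence from relief of DAX-1 repression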
FXN GAA850 act = activators of GAA850 frataxin (FXN) promoter; activation, % at 6 µM; HEK293 lucGAA850 FXN promoter luciferase reporter, 24 h; percent of 10 µM SAHA response; 0.56% of 360,000 active;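 active = activation above the average of all compounds screened plus 3 SD, cutoff fixed separately per campaign, cut at about 7.5% in these data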;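 also: 0% = DMSO wells and 100% = 10 µM SAHA wells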
HGIII-sPLA2 inh = Blocks human group III sPLA2 activity | Q9NZ20 | QFRET BODIPY PC-A2 liposome hydrolysis, fluorescence | inhibition, % at 12.2 µM | 0.56% of 370,000 active | AID 743126;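 active = inhibition above mean plus 3 SD of compounds lying within the high and low control bounds, cut at about 19% in these data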;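 also: 0% = median of test compound wells and 100% = no enzyme DMSO wells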
Target sequence (Q9NZ20 whole entry, looked up): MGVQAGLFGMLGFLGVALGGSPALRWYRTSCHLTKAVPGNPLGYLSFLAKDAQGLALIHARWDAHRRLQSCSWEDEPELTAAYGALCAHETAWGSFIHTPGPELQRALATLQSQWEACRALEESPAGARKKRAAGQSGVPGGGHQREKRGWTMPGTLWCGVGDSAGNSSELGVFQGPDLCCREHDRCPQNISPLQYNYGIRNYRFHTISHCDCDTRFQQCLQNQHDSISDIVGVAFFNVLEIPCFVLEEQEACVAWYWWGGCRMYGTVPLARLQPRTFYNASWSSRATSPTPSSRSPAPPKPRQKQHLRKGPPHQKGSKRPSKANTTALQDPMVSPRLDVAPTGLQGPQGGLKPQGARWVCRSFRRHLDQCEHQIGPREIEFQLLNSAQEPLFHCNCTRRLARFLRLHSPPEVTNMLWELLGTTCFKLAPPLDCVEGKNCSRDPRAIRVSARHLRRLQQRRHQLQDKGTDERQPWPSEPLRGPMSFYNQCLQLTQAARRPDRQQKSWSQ
SMARCA2 act = activators of SMARCA2 function; MG213 cells, MMTV-luciferase reporter, dexamethasone, overnight; 1% of 370,000 active; activation, % at 9.1 µM; in the data active = activation above about 7.8%;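 also: 0% = vehicle wells and 100% = reference activator wells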
DAX1 inh-2 = inhibitors of human orphan nuclear receptor DAX1 (NR0B1) | P51843 | HEK293 Gal4-DAX1 luciferase reporter, luminescence | inhibition, % at 6.75 µM | 0.99% of 340,000 active | AID 504766;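 active = inhibition above the mean over all tested compounds plus 3 SD, cut at about 4.2% in these data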;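 also: 0% = DAX1-transfected cells with DMSO and 100% = empty-vector control cells with DMSO; inhibition shows as a rise in luminescence from relieved DAX1 repression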
hgDAF12 agonist = activates the H. glycines DAF-12 receptor ligand-binding domain; HEK293 GAL4-hgDAF12 UAS-luciferase reporter, agonist luminescence; normalized to butyrate control; activation, % at 6.8 µM; 1.8% of 370,000 active; AID 687014;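 active = activation above a cutoff set at the mean of all screened compounds plus 3 SD, cut at about 10% in these data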;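 also: 0% = DMSO wells and 100% = sodium butyrate wells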
ssDAF12 agonist = activates DAF-12 receptor from parasite S. stercoralis; HEK293 ssDAF-12/GRIP1 lit1-tk-luc reporter, luminescence; % of 3 µM dafachronic acid response; activation, % at 6.8 µM; 1% of 370,000 active;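 active = activation above the mean over all tested compounds plus 3 SD, cut at about 0.9% in these data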;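 also: 0% = DMSO-only wells and 100% = 3 µM delta7-dafachronic acid wells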
hcDAF-12 act = H. contortus DAF-12 activation, primary screen | activation, % at 6.8 µM | AID 652067 | 1.4% of 370,000 active | HEK293 hcDAF-12 lit1-tk-luc reporter, luminescence; 0% DMSO, 100% Δ7-dafachronic acid;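 active = activation above the mean of all tested compounds plus 3 SD, cut at about 5.5% in these data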;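 also: 100% = response to 3 µM Δ7-dafachronic acid high control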
NPR2 activator = GC-B (human) receptor activation; P20594; HEK293-GC-B cells, CNP EC30, cGMP TR-FRET; 0% at EC30 CNP, 100% saturating CNP; activation, % at 10 µM; 0.11% of 370,000 active;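 active = activation at 10 µM reaching about 35% in either raw or pattern-adjusted values, limit read from the data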
ADAM10 inh = ADAM10 inhibition, QFRET primary screen | O14672 | 0.62% of 370,000 active | inhibition, % at 7 µM | recombinant ADAM10, EDANS/DABCYL FRET peptide cleavage, 3 h;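 active = inhibition above a per-campaign cutoff equal to the mean of compounds falling between control-based bounds plus 3 SD, cut at about 20% in these data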;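 also: 0% = DMSO wells while the 100% control is not disclosed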
Target sequence (O14672 214-748 limits assumed): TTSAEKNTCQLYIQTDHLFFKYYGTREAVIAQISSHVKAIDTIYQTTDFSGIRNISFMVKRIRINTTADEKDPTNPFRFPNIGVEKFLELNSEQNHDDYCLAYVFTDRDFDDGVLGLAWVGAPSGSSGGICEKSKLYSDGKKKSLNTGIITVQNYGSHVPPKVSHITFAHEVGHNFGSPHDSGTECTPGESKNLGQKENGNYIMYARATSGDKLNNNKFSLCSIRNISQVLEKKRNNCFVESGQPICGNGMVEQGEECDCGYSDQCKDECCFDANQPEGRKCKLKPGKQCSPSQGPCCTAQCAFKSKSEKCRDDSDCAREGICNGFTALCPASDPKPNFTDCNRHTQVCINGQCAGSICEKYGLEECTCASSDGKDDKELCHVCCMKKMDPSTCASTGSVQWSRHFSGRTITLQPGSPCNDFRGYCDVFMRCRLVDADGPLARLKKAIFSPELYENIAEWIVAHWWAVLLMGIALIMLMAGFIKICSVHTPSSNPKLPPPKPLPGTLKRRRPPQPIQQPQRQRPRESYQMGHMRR
GC-A act = GC-A (human) enzyme activation; AID 1671463; P16066; 0.14% of 370,000 active; activation, % at 10 µM; HEK293 GC-A cells, cGMP TR-FRET, EC30 ANP; 0% at EC30 ANP, 100% saturating ANP; in the data active = activation above about 40%
* marks the source's active call; other numbers are inactive results; i = inactive; / = no result given.

The opening eight records (preview)
SMILES	DAX1 inh-1	FXN GAA850 act	HGIII-sPLA2 inh	SMARCA2 act	DAX1 inh-2	hgDAF12 agonist	ssDAF12 agonist	hcDAF-12 act	NPR2 activator	ADAM10 inh	GC-A act
Cc1ccc(-c2ccc(CCC(=O)O)n2NC(=O)c2ccco2)cc1	0.6	-0.2	-2	2	-0.6	-2.1	-1.4	0.8	-4	-28	-1
Cc1ccc2c(c1)-c1c(cnn1CC(=O)NCCc1cccc(F)c1)CO2	-0.8	/	-7	-6	/	-2.2	-1.1	-1.9	6	-11	-4
Cc1ccc(NC(=O)Nc2cc(Cl)ccc2C2COC(=O)C2=N)cc1 (configuration not stated)	1.0	-2.2	-8	-4	-0.3	1.2	-0.3	3.6	-7	-13	-8
Cc1c(Cl)c([N+](=O)[O-])nn1CCCC(=O)Nc1cccc(O)c1	-0.2	0.7	-2	2	-0.1	-0.6	-0.1	0.6	0	-5	0
O=C1C2C3C=CC(C3)C2C(=O)N1c1cccc2ccccc12 (configuration not stated)	-0.4	1.2	-3	1	1.3	-3.1	-0.9	-0.9	0	-1	-1
Cc1ccccc1N1CC(C(=O)O)CC1=O (configuration not stated)	-0.5	0.4	8	-1	2.0	-1.8	-0.9	0.5	0	-8	2
O=C(N/N=C/c1ccc(N2CCOCC2)o1)c1cccc(F)c1	0.5	2.6	-2	2	2.0	4.9	-0.9	0.1	3	-20	-9
O=C(NC1CC1)C1CCN(C2CCN(C(=O)CSc3ccccc3)CC2)CC1	0.1	0.6	2	-3	0.6	0.4	-1.5	-1.6	-1	-8	2

Main list, from the start:
SMILES	DAX1 inh-1	FXN GAA850 act	HGIII-sPLA2 inh	SMARCA2 act	DAX1 inh-2	hgDAF12 agonist	ssDAF12 agonist	hcDAF-12 act	NPR2 activator	ADAM10 inh	GC-A act
Cc1ccc(-c2ccc(CCC(=O)O)n2NC(=O)c2ccco2)cc1	0.6	-0.2	-2	2	-0.6	-2.1	-1.4	0.8	-4	-28	-1
Cc1ccc2c(c1)-c1c(cnn1CC(=O)NCCc1cccc(F)c1)CO2	-0.8	/	-7	-6	/	-2.2	-1.1	-1.9	6	-11	-4
Cc1ccc(NC(=O)Nc2cc(Cl)ccc2C2COC(=O)C2=N)cc1 (configuration not stated)	1.0	-2.2	-8	-4	-0.3	1.2	-0.3	3.6	-7	-13	-8
Cc1c(Cl)c([N+](=O)[O-])nn1CCCC(=O)Nc1cccc(O)c1	-0.2	0.7	-2	2	-0.1	-0.6	-0.1	0.6	0	-5	0
O=C1C2C3C=CC(C3)C2C(=O)N1c1cccc2ccccc12 (configuration not stated)	-0.4	1.2	-3	1	1.3	-3.1	-0.9	-0.9	0	-1	-1
Cc1ccccc1N1CC(C(=O)O)CC1=O (configuration not stated)	-0.5	0.4	8	-1	2.0	-1.8	-0.9	0.5	0	-8	2
O=C(N/N=C/c1ccc(N2CCOCC2)o1)c1cccc(F)c1	0.5	2.6	-2	2	2.0	4.9	-0.9	0.1	3	-20	-9
O=C(NC1CC1)C1CCN(C2CCN(C(=O)CSc3ccccc3)CC2)CC1	0.1	0.6	2	-3	0.6	0.4	-1.5	-1.6	-1	-8	2
O=C(c1ccc(=O)[nH]c1)N(c1ccccc1)C(CCc1ccccc1)c1nc2ccccc2[nH]1 (configuration not stated)	0.3	/	-6	-3	/	-3.9	-0.9	-1.1	-9	0	-11
CC(=O)c1cccc(NC(=O)C2Cc3c(-c4ccco4)ccnc3O2)c1 (configuration not stated)	-3.1	-1.9	-6	-5	/	-0.1	-1.8	-3.6	10	4	2
CCC(Sc1nc2ccccc2s1)C(=O)Nc1cc(C)on1 (configuration not stated)	-1.3	-0.8	-7	-5	1.3	-0.1	-0.1	0.2	-7	-6	-6
CCCCNC(=O)CCCCCn1c(=O)[nH]c2cc(OC)c(OC)cc2c1=O	0.6	-2.3	-3	2	-0.5	0.5	-1.0	0.6	-6	-12	-2
COc1ccc(CCNC(=O)CN2CCC(C(N)=O)CC2)cc1	0.1	1.7	-3	0	0.3	-0.9	-1.2	-0.1	3	1	3
Cc1ccc(NC(=O)CSc2nnc3ccc(-c4cccnc4)nn23)cc1	-0.9	2.5	4	-1	1.0	-0.8	-1.2	-0.3	-6	-10	2
COc1ccc(NC(=O)c2cc(-c3cccnc3)nc3ccc(C)cc23)cc1OC	-1.1	-0.5	9	-2	0.1	-3.2	-1.3	-0.9	12	2	5
ONC(=Nc1ccc(Cl)cc1)c1ccccc1Cl	-0.2	0.9	-2	-1	0.8	-0.8	-1.1	-0.3	1	-9	2
COC(=O)c1c(-c2ccc(OC)cc2)oc2ccccc12	0.1	-0.3	-1	1	-0.2	2.2	-1.0	2.6	-7	i	-1
CC(OC(=O)c1ccc(NC(=O)CC#N)cc1)C(=O)NC(=O)NC1CCCCC1 (configuration not stated)	-1.1	1.2	-69	-2	0.5	-0.1	-1.8	-0.7	0	2	-1
O=C(N/N=C/c1ccc([N+](=O)[O-])o1)c1ccc(NS(=O)(=O)c2cccs2)cc1	-1.8	2.5	-13	0	0.8	-6.3	-1.5	-0.2	-1	1	-1
CCn1cc([N+](=O)[O-])c(C(=O)Nc2c(C)nn(Cc3cccc(F)c3)c2C)n1	0.5	1.4	0	0	0.9	-1.9	-0.6	4.9	1	0	-2
CCCCN(C(=O)c1cccc(S(=O)(=O)N2CCN(C)CC2)c1)c1c(N)n(CCCC)c(=O)[nH]c1=O	3.0	1.1	0	1	0.5	0.3	-0.8	1.9	6	-19	5
CC[C@H](C)[C@H]1CNC(=S)N1CC1CCN(CCC23CC4CC(CC(C4)C2)C3)CC1	-1.4	-1.6	0	-5	1.4	-1.3	-1.1	-0.8	5	-16	-1
CCN(CC)S(=O)(=O)c1ccc(NC(=O)c2cccc3c2C(=O)N(CCOC)C3)cc1	-0.3	4.1	2	0	-0.1	-0.8	-1.4	-0.6	-3	4	5
CCC(C(=O)NC1CC(C)(C)NC(C)(C)C1)c1ccccc1 (configuration not stated)	0.7	-1.2	2	-2	0.5	-0.3	-1.1	-1.1	3	-5	-4
CCc1cc2c(NCc3ccccc3)nc(C)nc2s1	-1.2	-0.3	-8	-5	-0.3	-6.1	-2.1	-4.4	9	-10	8
Continued.
SMILES	DAX1 inh-1	FXN GAA850 act	HGIII-sPLA2 inh	SMARCA2 act	DAX1 inh-2	hgDAF12 agonist	ssDAF12 agonist	hcDAF-12 act	NPR2 activator	ADAM10 inh	GC-A act
CSCCC(NC(=O)c1ccco1)C(=O)N1CC(C)OC(C)C1 (configuration not stated)	-0.6	0.5	16	-1	-0.7	-0.4	-0.9	0.1	5	-9	0
CCSc1nc2sc3c(c2c(=O)n1-c1ccc(C)cc1)CCN(C)C3	-0.4	0.4	-1	-4	0.3	-1.5	-1.1	-1.4	2	-81	15
CCc1ccc(CNC(=O)C2CC(=O)N(C3CCCC3)C2)cc1 (configuration not stated)	-0.3	0.4	3	-4	0.4	-0.1	-0.8	-1.5	1	1	2
O=C(O)c1c[nH]c2c(C(F)(F)F)cccc2c1=O	-0.4	-1.7	-27	-4	0.5	-0.4	-1.0	-1.6	1	-11	3
Cc1c(F)cccc1NS(=O)(=O)c1ccc2c(c1)c(=O)n(C)c(=O)n2C	0.2	1.9	-11	-3	2.0	-1.9	-1.8	-1.2	-2	3	-1
COc1ccc(-n2c(C)cc(C(=O)Cn3nnc4ccccc4c3=O)c2C)cc1	0.4	3.7	-10	0	0.0	2.5	-1.6	-0.8	6	2	12
CN(c1ccccc1)S(=O)(=O)c1cc(C(=O)Nc2nc3ccccc3[nH]2)ccc1Cl	-1.8	3.7	9	-6	-2.4	-6.0	-2.5	-4.9	1	15	0
CC(=O)NCCc1cnc[nH]1	-0.1	10*	-2	1	0.2	-0.1	-1.2	-0.6	-1	-1	0
CCCCOc1ccc(N(CC(=O)NC(C)(C)CC)C(=O)CCC(=O)Nc2ccccn2)cc1	1.0	0.7	-2	0	-0.9	-2.5	-2.0	-2.2	-2	3	0
CCOC(=O)C1CCN(C(=O)c2cccc(S(=O)(=O)NCc3ccccc3)c2)CC1	0.6	0.7	7	-3	-0.5	-3.6	-1.2	-0.4	1	-1	3
O=C(NNC(=O)c1cc(Cl)ccc1O)c1cccc(S(=O)(=O)N2CCOCC2)c1	-0.5	2.2	9	0	-0.4	1.9	-1.0	-1.3	2	-5	-3
O=C1/C(=C/c2ccco2)SC(=S)N1CC1CCCO1 (configuration not stated)	-0.2	1.8	9	-2	/	0.6	-0.7	-2.1	-1	0	-8
CC1=C(C)CC(C(=O)NNC(=O)c2cccc(Cl)c2)C(C(=O)O)C1 (configuration not stated)	0.6	-1.4	6	-3	-0.3	1.3	-0.6	3.7	0	1	-1
Cc1c(C(=O)NCCn2ccc3ccccc32)cccc1[N+](=O)[O-]	0.1	-0.6	-12	0	0.6	-1.2	-0.7	1.6	26	-8	0
O=C(CC(C(=O)O)P(=O)(c1ccccc1)c1ccccc1)c1ccccc1 (configuration not stated)	-0.3	2.6	-4	-1	-0.3	1.3	-1.1	0.4	3	-2	-1
COc1ccc(COCC(O)CN2CCCC(C(F)(F)F)C2)cc1 (configuration not stated)	0.1	0.7	-5	-2	1.7	0.8	-0.9	2.3	4	-12	-5
Cc1[nH]nc2nc(SCC(=O)NCCC3=CCCCC3)n(-c3ccc(Br)cc3)c(=N)c12	-0.2	-2.0	-3	-1	-0.2	2.4	-0.3	0.9	-19	2	-38
C=CCn1c(SCC(=O)NCC2CCCO2)nc2scc(-c3ccc(OC)cc3)c2c1=O (configuration not stated)	-2.8	-3.7	-4	-2	-0.3	-3.5	-0.8	0.9	-6	-18	-7
O=C(CCSCCc1ccccn1)Nc1cc(F)ccc1F	0.2	1.8	19*	-4	-1.6	-0.5	-1.4	-2.9	-6	-9	-4
COc1cc(C(=O)NCCCCc2ccccc2)cc(OC)c1OC	-0.3	0.3	-4	0	-0.8	1.4	-1.3	-3.6	-2	2	1
CCOCCCNC(=S)N1CCN(Cc2ccco2)CC1	0.0	0.6	6	0	1.8	-5.0	-0.5	-0.1	6	6	0
C/C(=N/Oc1nc(C)cc(C)n1)c1ccc(Br)cc1	-0.5	-0.8	6	3	0.2	0.5	-1.6	-2.9	1	5	-4
CN(C(=O)COC(=O)c1cn(-c2ccccc2)nc1-c1ccccc1)C1CCS(=O)(=O)C1 (configuration not stated)	-1.0	0.6	-4	-4	0.3	-0.4	-0.9	-2.7	-2	-5	0
Cc1ccc(NC(=O)C2CCCN(c3cnccn3)C2)c(C)c1 (configuration not stated)	-1.1	0.0	9	3	0.3	1.6	-1.4	-1.4	1	-49	0
COc1ccccc1CNC(=O)c1cc(C(C)C)nc2ccccc12	-0.8	-1.3	5	1	0.2	0.3	-0.7	-1.4	0	-1	-3
Cc1csc(CNc2ncnc3ccc(-c4ccc5c(c4)OCCO5)cc23)c1	-0.9	1.6	-13	0	1.9	-2.9	-1.0	-2.7	-1	-106	2
COCCCN(CC(=O)Nc1ccc(N2CCOCC2)cc1)S(=O)(=O)c1ccccc1	0.1	1.9	0	2	-0.2	1.7	-1.3	-1.0	3	5	1
